ALOX12 inh: Primary qHTS assay for inhibitors of human arachidonate 12S-lipoxygenase (ALOX12): Round 2. purified 12hLO, xylenol orange hydroperoxide absorbance. actives 1.1% (n = 580,000). Potency, µM (doses to about 108 µM), for inactives: at the highest dose activity change, negative = inhibition, actives largely listed as inhibitors. Polyunsaturated fatty acid lipoxygenase ALOX12 (Homo sapiens), P18054; active = well fitted inhibition curve with a large enough effect; inconclusive = small, poorly fitted or top-dose-only effect, or another doubt; inactive = no such curve, though single readings can be large or run the other way
Target sequence (P18054 whole entry, looked up): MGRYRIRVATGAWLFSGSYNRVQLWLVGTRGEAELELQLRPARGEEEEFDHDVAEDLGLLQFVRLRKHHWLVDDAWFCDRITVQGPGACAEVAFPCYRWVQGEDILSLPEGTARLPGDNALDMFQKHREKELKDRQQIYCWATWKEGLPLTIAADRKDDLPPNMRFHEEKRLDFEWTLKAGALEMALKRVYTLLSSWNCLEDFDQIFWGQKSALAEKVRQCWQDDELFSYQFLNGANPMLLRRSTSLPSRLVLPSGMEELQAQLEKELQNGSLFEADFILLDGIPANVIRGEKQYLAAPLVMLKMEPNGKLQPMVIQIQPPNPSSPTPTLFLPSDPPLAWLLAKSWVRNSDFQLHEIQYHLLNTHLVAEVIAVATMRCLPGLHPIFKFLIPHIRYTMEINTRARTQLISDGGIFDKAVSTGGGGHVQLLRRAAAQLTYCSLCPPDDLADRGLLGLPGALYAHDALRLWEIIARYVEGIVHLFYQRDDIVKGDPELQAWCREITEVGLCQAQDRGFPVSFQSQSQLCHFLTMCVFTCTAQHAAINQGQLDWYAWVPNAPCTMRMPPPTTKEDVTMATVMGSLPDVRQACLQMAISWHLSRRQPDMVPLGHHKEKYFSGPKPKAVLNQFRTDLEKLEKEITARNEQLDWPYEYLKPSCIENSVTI
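Hydroperoxide product was detected by ferrous iron/xylenol orange as the 573 to 405 nm absorbance ratio. Arachidonic acid at 40 uM (final) was turned over for 30 min at room temperature by 150 nM human 12hLO, pH 7.0 Hepes buffer, after 15 min compound preincubation.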
* marks the source's active call; other numbers are inactive results; u = inconclusive; [ ] = remark or other dose. % is set by controls: 0 for no effect and ±100 for the full control effect; potency is the fitted concentration of half-maximal effect.

Start of the data: the first three entries, ahead of the listing:
SMILES | ALOX12 inh
CCNC(=O)c1cccnc1OC1CCN(C(=O)c2ccc(C)c(F)c2)C1 (stereo not given) | 0%
OCc1ccc(-c2ccc(-c3ccc(CO)s3)o2)s1 | u
O=C(NC1CCCCC1)N[C@H]1CCN2C(=O)c3cc(-c4ccccc4)ccc3NC(=O)[C@H]12 | 15%[176 µM]

All compounds of this part, from the start:
SMILES | ALOX12 inh
CCNC(=O)c1cccnc1OC1CCN(C(=O)c2ccc(C)c(F)c2)C1 (stereo not given) | 0%
OCc1ccc(-c2ccc(-c3ccc(CO)s3)o2)s1 | u
O=C(NC1CCCCC1)N[C@H]1CCN2C(=O)c3cc(-c4ccccc4)ccc3NC(=O)[C@H]12 | 15%[176 µM]
COc1ccc(CNC(=O)c2c(OC)cc(=O)n3c2CCCC3)c(OC)c1 | -1%
CCn1ncc(N2CCC(NC(=O)Cc3cccc(F)c3)CC2)cc1=O | 38%[activator]
COc1ccc2[nH]c3c(c2c1)CCNC31CCN(C(=O)c2cc(C)n(C)n2)CC1 | 53%[activator]
CCCNC(=O)Nc1c(NCCC)c2ccccc2oc1=O | 0%
CN(C)S(=O)(=O)c1ccc(-c2nc(C#N)c(NCCN3CCOCC3)o2)cc1 | -6%
CCC1CN(CCNC(=O)c2scc3c2OCCO3)Cc2cc(OC)ccc2O1 (stereo not given) | -5%
Cc1nc2c(cc(O)c3ccsc32)s1 | -24%
O=C(Nc1cccnc1)N[C@@H]1C[C@H](CO)[C@@H](O)[C@H]1O | 12%[176 µM]
CC1=C(C(=O)OC(C)(C)C)C(c2ccccc2)N2C(CC(=O)NCc3ccco3)=CSC2=N1 (stereo not given) | 62%[activator]
CC(C)NC(=O)c1cc2cc(Br)ccc2[nH]1 | 4%
CNc1nc(-c2cccnc2)nc2ccccc12 | -39%
CN(C)Cc1ccccc1-c1cc(NCc2ccccc2)ncn1 | 0%
COCCN1C(=O)CS(=O)C12CCN(C(=O)NC1CCCC1)CC2 (stereo not given) | 54%[activator]
CCC(C)c1ccc(NC(=O)C2CC3C=CC2C3)cc1 (stereo not given) | -18%
CC(C)CC(NC(=O)c1cc2ccccc2s1)C(=O)O (stereo not given) | u
CCN1CCN(C(=O)C2CCCN(Cc3ccncc3)CCC(=O)NCC2)CC1 (stereo not given) | 109%[activator]
O=C(c1ccc(-c2ccco2)cc1)N1CCOC(c2ccccc2)C1 (stereo not given) | u

Not a retest: an excerpt of the list.
SMILES | ALOX12 inh
CN(C)Cc1ccccc1-c1cc(NCc2ccccc2)ncn1 | 0%
COCCN1C(=O)CS(=O)C12CCN(C(=O)NC1CCCC1)CC2 (stereo not given) | 54%[activator]
CCC(C)c1ccc(NC(=O)C2CC3C=CC2C3)cc1 (stereo not given) | -18%
CC(C)CC(NC(=O)c1cc2ccccc2s1)C(=O)O (stereo not given) | u
CCN1CCN(C(=O)C2CCCN(Cc3ccncc3)CCC(=O)NCC2)CC1 (stereo not given) | 109%[activator]
O=C(c1ccc(-c2ccco2)cc1)N1CCOC(c2ccccc2)C1 (stereo not given) | u

Carrying on:
SMILES | ALOX12 inh
COc1ccccc1NC(=O)CSc1nc2c(c(=O)[nH]1)CN(Cc1ccc3c(c1)OCO3)CC2 | 4%
CNC(=O)[C@@H]1C[C@@H](O)CN1C1CCN(C(=O)Cc2cccc(OC)c2)CC1 | 32%[activator]
CN(C)c1cccc(C(=O)NNC(=O)c2ccc(CSc3ccc(Cl)cc3)cc2)c1 | 24%
CCc1nc2c(=O)n(CC(=O)N3CCN(c4cccc(OC)c4)CC3)nc(C)c2s1 | 15%
COc1ccc2cc1Nc1ccc(cc1)C[C@H](NCc1ccc(O)cc1)C(=O)N(C)[C@H](C(=O)NCCOc1ccccc1)C2 | 1%
Cc1oc(-c2nc(C#N)c(N3CCOCC3)o2)cc1S(=O)(=O)N(C)C | 50%
Cn1cc(CNC(=O)C[C@@H]2C[C@H]3O[C@H](CNC4CCCC4)[C@@H](O)[C@H]3O2)cn1 | -29%[176 µM]
Cc1ccc(-c2nn3c(=O)cc(CNC(=O)COc4ccc(C(C)(C)C)cc4)nc3s2)cc1 | -10%
CCCCS(=O)(=O)CCSCCS(=O)(=O)CCCC | 0%
COCc1noc(-c2ccc(NC[C@H]3CCc4ccccc4O3)nc2)n1 | 26%

Fetched by structure from above, 2 records:
SMILES | ALOX12 inh
Cn1cc(CNC(=O)C[C@@H]2C[C@H]3O[C@H](CNC4CCCC4)[C@@H](O)[C@H]3O2)cn1 | -29%[176 µM]
COc1ccccc1NC(=O)CSc1nc2c(c(=O)[nH]1)CN(Cc1ccc3c(c1)OCO3)CC2 | 4%

(next part)
SMILES | ALOX12 inh
COc1ccc(-c2ocnc2C(=O)Nc2ccccc2C)cc1OC | -37%
CNC(=O)[C@@H](Cc1ccccc1)N1CCC[C@H]1C(=O)NC(C)(C)C | 0%[176 µM]
CCOc1ccc(CC(=O)N[C@@H]2CN(S(C)(=O)=O)C[C@H]2CN(C)C)cc1 | 4%
Cc1oc2cc(OCC(=O)NC(C)c3cccs3)ccc2c(=O)c1Oc1ccccc1 (stereo not given) | -22%
O=C(O)C1CCc2nnc(C3CCCN([S+](=O)([O-])c4cc(C(F)(F)F)cc(C(F)(F)F)c4)C3)n21 (stereo not given) | 0%[6.33 µM]
Cc1ccc(OCCNC(C)C)cc1 | 2%
CCN(CC)C(=O)C[C@@H]1c2nc(NC(=O)c3ccc(F)cc3)sc2C[C@@H]2[C@](C)(CO)[C@H](O)CC[C@]21C | u
Cc1ccc(S(=O)(=O)N(C)C2CCCc3ccccc32)cc1 (stereo not given) | 15%[176 µM]
c1ccc(CNCCN2CCCC2)nc1 | -3%
Cc1ccc(NC(=O)NCc2nc(-c3ccccc3)oc2C)c(Cl)c1 | u
Cc1ccc(C(=O)N2CCCC3(C2)C(=NC2CCCCC2)NC(=O)N3c2cccnc2)cc1 (stereo not given) | 2%[6.33 µM]
O=C([C@@H]1C[C@H](Oc2ccccc2)CN1S(=O)(=O)c1cccnc1)N1CCCC1 | 12%
O=c1n(-c2ccc([N+](=O)[O-])cc2)nc2n1CCN([S+](=O)([O-])c1cccc(C(F)(F)F)c1)C2 | 21%
N#Cc1nc(-c2ccc(S(=O)(=O)N3CCc4ccccc4C3)cc2)oc1NCCCn1ccnc1 | 0%
Cc1ccc(C(=O)N2CCN(Cc3ccc(Cl)cc3)CC2)cc1C | -36%
CCC(C)N1CCN(C(=O)CCc2ccc3c(c2)CN(C(=O)NC(C)C)CCO3)CC1 (stereo not given) | 95%[activator]
COCCNC(=O)CS(=O)Cc1nc(-c2ccc(C)cc2)oc1C (stereo not given) | -16%
CCc1nc(SCC(=O)Nc2ccc(C(=O)OC)cc2)[nH]c1C | 4%
COc1ccc(N2C(=O)CCC2(C#N)c2ccccc2)cc1 (stereo not given) | -2%
CCN(CCNC(=O)C1Cn2cccc2C(=O)N1)Cc1ccccc1 (stereo not given) | 7%
Cc1ccc(C)c(SC(C)C(N)=O)c1 (stereo not given) | u
CC(C)C(NC(=O)c1ccccc1I)c1ccc(F)cc1 (stereo not given) | u
CNC(=O)[C@@H](c1ccccc1)N1CCC[C@H]1C(=O)N1CCOCC1 | u
CC(C)(C)c1cc(N=Cc2ccccc2O)cc(C(C)(C)C)c1O | 121%[activator]
O=C(Nc1ccccc1F)N1CCOC(c2ccc(Cl)cc2)C1 (stereo not given) | 48%[activator]
CCc1ccc(/C=C2\Cc3ccccc3C2=O)cc1 | u
Cc1ccc(OC(C)C(=O)N2CCN(Cc3nc(N)c4ccccc4n3)CC2)cc1 (stereo not given) | 13%
Cc1ccc(N2CCN(C(=O)c3noc(-c4ccc(F)cc4)n3)CC2)c(C)c1 | 19%
CC(C)(C)OC(=O)COC(=O)c1ccc2c(c1)NC(=O)CS2 | -31%
Cc1nnc2n1CCC(NC(=O)c1cc(C3CC3)[nH]n1)CC2 (stereo not given) | 54%[activator]
O=S(=O)(c1cnc[nH]1)N1CCC(c2nc(CCOCC3CCOCC3)no2)C1 (stereo not given) | 22%
Cc1ccccc1N1CCCN(Cc2cccc(CCN)c2)CC1 | 4%
CC(C)(C)c1ccc(OCCn2cc(C(=O)C(F)(F)F)c3ccccc32)cc1 | 3%
COc1cc(C)ccc1OCc1cc(C(=O)N(C)Cc2ncccc2C)no1 | 69%[activator]
Nc1nccnc1C(=O)NCc1cccnc1-n1cncn1 | -35%
CCN(CC)Cc1cnc2c(C(=O)N(C)Cc3csc(C)n3)cnn2c1 | -20%
CCS(=O)(=O)N1CCCN(C(=O)C2CC2)C(c2ccccc2)CC(=O)NCC1 (stereo not given) | 9%
CN(C)c1ccc(C=Nc2cccc(C(=O)c3ccccc3)c2)cc1 | -13%
COC(=O)[C@@H](C)NC(=O)[C@@H]1CN(C(=O)c2cccc(F)c2)CCN1C(C)=O | 10%[176 µM]
CCN1c2cc(C(=O)NC3CCCCC3)ccc2C(=O)N2CCCCC21 (stereo not given) | -2%
CC(C)CCNC(=O)N1CCN(C(=O)N2CC3CC(C2)[C@H]2CCCC(=O)N2C3)CC1 (stereo not given in full) | 22%
CC(C)CN1C(=O)c2cccn2CC1C(=O)NC1CCCC1 (stereo not given) | 9%
COc1cccc(C(=O)N2CCN(c3cc(C(F)(F)F)ncn3)CC2)c1OC | u
CONC(=O)COc1ccc(C(C)(C)C)cc1 | 0%
Cc1ccc(NS(=O)(=O)c2cc([N+](=O)[O-])ccc2NN)c(C)c1 | 40µM*
Cc1nc(-c2ccc(OC3CCN(C(=O)c4cc(C)n(C)n4)C3)cc2)no1 (stereo not given) | 31%[activator]
CCOC(=O)C1=C(C(=O)OCC)C2N(Cc3ccccc3)c3ccccc3[C@@]23C[C@@H](C(=O)OC)N(S(=O)(=O)c2ccc(C(F)(F)F)cc2)C3=N1 (stereo not given in full) | -11%
COc1ccc(F)cc1C1=NN(C(C)=O)C(c2ccc3nccnc3c2)C1 (stereo not given) | 21%
CC(C)c1noc(-c2cn(C3CCN(C(=O)c4ccccc4Cl)CC3)nn2)n1 | 25%
CC(C)(Oc1ccc(Cl)cc1)C(=O)OCCCOC(=O)C(C)(C)Oc1ccc(Cl)cc1 | -14%[22.9 µM]
More results
SMILES | ALOX12 inh
CCCCc1cc(=O)oc2cc(OC(C)C(=O)NCCCO)ccc12 (stereo not given) | 3%
COCCNc1cc(-c2ccc(F)cc2)nc2c(C)noc12 | 8%[176 µM]
CC(=O)c1ccc(S(=O)(=O)Nc2ccc(C(=O)N3c4ccccc4CC3C)cc2)cc1 (stereo not given) | -3%
Cc1ccccc1CNC(=O)c1ccc2c(c1)C(O)CCCCCN2C (stereo not given) | 149%[activator]
Cc1cc(-c2cnc3n[nH]c(-c4sccc4C)c3n2)ccn1 | -8%[176 µM]
CC(=O)N1CCc2c(nc(-c3cccnc3)nc2NCc2cc(C)on2)C1 | 27%
Fc1ccccc1OCc1nnc(-c2ccccc2)o1 | 7%
CCCCCn1nc(C(=O)Nc2cc(F)ccc2C)c2ccccc2c1=O | -6%
Cc1nc(N2CCN(C(=O)C(N)=O)CC2)c(C#N)c2c1CCCC2 | 9%
COc1ccc2c(C)c(CC(=O)N3CCCC3)c(=O)oc2c1 | 11%

Part of the list above, set out differently.
ALOX12 inh,Molecule
-2%,CCN1c2cc(C(=O)NC3CCCCC3)ccc2C(=O)N2CCCCC21 (stereo not given)
22%,CC(C)CCNC(=O)N1CCN(C(=O)N2CC3CC(C2)[C@H]2CCCC(=O)N2C3)CC1 (stereo not given in full)
9%,CC(C)CN1C(=O)c2cccn2CC1C(=O)NC1CCCC1 (stereo not given)
u,COc1cccc(C(=O)N2CCN(c3cc(C(F)(F)F)ncn3)CC2)c1OC
0%,CONC(=O)COc1ccc(C(C)(C)C)cc1

The listing continues.
SMILES | ALOX12 inh
O=c1c2c(CO)c(-c3ccccc3)nn2ccn1Cc1ccccc1Cl | -17%
Cc1cccc(N2CCN(C(C(=O)O)c3cn(C)c4ccc(C(=O)O)cc34)CC2)c1C (stereo not given) | -12%
CC(Cc1ccco1)NC(=O)C1CCCO1 (stereo not given) | u
Cc1oc(C(O)c2ccccc2F)nc1C(=O)Nc1ccc2[nH]ccc2c1 (stereo not given) | 3%[176 µM]
CC12CC3CC(C)(C1)CC(NCc1ccccn1)(C3)C2 | -4%
O=C(NCc1cc2ccc(F)cc2[nH]c1=O)C1CC2(CCNCC2)CN1 (stereo not given) | 60%[activator]
Cc1noc([C@@H]2CN(C3CCCCCC3)C[C@H]2CO)n1 | 27%
Cc1oc(C(O)c2ccccc2)nc1C(=O)N1CCC(n2c(=O)[nH]c3ccccc32)CC1 (stereo not given) | -29%[176 µM]
CCc1ccc(CN2CCC3(CC2)Cc2ccccc2CNC3=O)cc1 | 4%[6.33 µM]
O=C(Nc1cccc(C(F)(F)F)c1)c1nn(-c2ccccc2)c(=O)c2ccccc12 | 4%
CCCCn1c(=O)[nH]c(=O)c2c1nc(-c1cccc(OCC)c1OC)n2CCOC | -29%
CN(Cc1ccc(F)cc1)c1ccc2ncc(Nc3ccc(CCO)cc3)n2n1 | 10%[176 µM]
O=C(NCCCNC(=O)c1ccccc1F)c1cc2ccccc2[nH]1 | 5%
CC1(c2ccccc2)N(Cc2ccccc2C#N)C(=O)OC12CCN(C(=O)c1ccc(F)cc1)CC2 (stereo not given) | 1%
COc1ccc(NC(=O)N2C[C@@H]3C[C@H](C2)c2c(NC(=O)Nc4ccccc4)ccc(=O)n2C3)cc1 | u
COc1ccc(NC(=O)c2ccc3c(c2)NC(C)(COc2ccccc2)CO3)cn1 (stereo not given) | -18%[176 µM]
Cc1cc(CNC(=O)C2(C(N)=O)CC2)c2[nH]c(-c3ccccc3)c(C)c2c1 | 61%
COCCOCC(=O)NCC(=O)N1CCCCCNC(=O)CC1c1ccccc1 (stereo not given) | 38%[activator]

Compound activity from PubChem BioAssay.

This is a subset. The share of hits here may be higher or lower than overall.
